High-throughput results from PubChem BioAssay.
Salmonella PhoP GFP: PhoP-dependent GFP reporter repression – Salmonella Typhimurium, primary screen (AID 1863); S. Typhimurium PhoP-regulated promoter GFP reporter, 4 h; higher % means a stronger effect; inhibition, % at 50 µM, or IC50 in µM where a hit was titrated; 300,000 tested, 0.16% active;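 active means inhibition over 29.93%, a cutoff 3 SD above the screen mean, later confirmed by dose response; inconclusive means inhibition over 29.93% but no dose response follow-up; inactive means inhibition at most 29.93% or unconfirmed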;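 further: 0% = low Mg2+ inducing control and 100% = high Mg2+ repressing control; strong numbers were not always called active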
Myeloid diff 2: compounds promoting myeloid differentiation; calls only at 10 µM; AID 624256; 360,000 tested, 1% active; ER-HoxA9 myeloid progenitors, lysozyme-GFP differentiation, flow cytometry;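 active means normalized GFP-positive differentiation at or above the plate's own cutoff, the solvent-only control mean plus 3 SD; inconclusive means no clear call, values can overlap the other calls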;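 further: cells exposed to compound for four days before flow analysis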
T cell modulator: T cell immune modulators affecting CD8 T cell-vesicle binding. 330,000 tested, 0.068% active. AID 2052. 2C CD8+ T cell-vesicle binding, flow cytometry; stronger effect = lower value. calls only at 7 µM;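 active means response, share of CD8 T cells binding vesicles, and their 90th percentile fluorescence all below set limits, cut at about 80% in these data, passing the limit was not always enough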
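incubation = binding step 1.5 h, 37 °C, antibody labelling 20 min, ice | test system = 2C mouse CD8+ T cells | read-out basis = percent CD8+ FL2 mean versus row control | controls = Peptide-free naked vesicles (low) and QL9 vesicles with 0.7% DMSO vehicle (high) | detection = flow cytometry of vesicle-bound cells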
TNAP activators: human TNAP enzyme activators, primary screen, biochemical, luminescent, no phosphate acceptor, uHTS (AID 1001) | purified TNAP, luminescent activation assay, no phosphate acceptor; higher activation fold means a stronger effect | activation fold at 20 µM; hits with a dose series show EC50 in µM | 200,000 tested, 0.03% active; in the data active means activation fold from about 3, or a potency from the dose series; inactive means the rest, 99 in 100 with activation fold below about 1.6; further: many of its hits are not listed in these tables
RSV CPE inhibition: inhibition of RSV-induced cytopathic effect – HEp-2 cells, primary 10 µM value included (AID 2391). HEp-2 cells, RSV-induced CPE inhibition; higher % means a stronger effect. CPE inhibition, % at 10 µM; hits with a dose series show IC50 in µM. 310,000 tested, 0.13% active; in the data active means a potency from the dose series; inconclusive means CPE inhibition mostly from about 23% at the one dose, without a potency; inactive means the rest, 99 in 100 with CPE inhibition below about 21%; further: strong numbers were not always called active
NTR1 ag: NTR1-driven beta-arrestin-GFP spot formation – imaging, U2OS cells, high content, primary screen (AID 493036) | P30989 | activation, % at 20 µM | 330,000 tested, 0.17% active | agonist mode;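 active means activation at or above 40% of the spot to cytoplasm intensity ratio, with at least 20 cells analyzed; inconclusive means wells under 20 cells, flagged as cytotoxic or low count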;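 further: 0% = DMSO without peptide and 100% = 100 nM NTR1 peptide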
Target sequence (P30989 whole entry, looked up): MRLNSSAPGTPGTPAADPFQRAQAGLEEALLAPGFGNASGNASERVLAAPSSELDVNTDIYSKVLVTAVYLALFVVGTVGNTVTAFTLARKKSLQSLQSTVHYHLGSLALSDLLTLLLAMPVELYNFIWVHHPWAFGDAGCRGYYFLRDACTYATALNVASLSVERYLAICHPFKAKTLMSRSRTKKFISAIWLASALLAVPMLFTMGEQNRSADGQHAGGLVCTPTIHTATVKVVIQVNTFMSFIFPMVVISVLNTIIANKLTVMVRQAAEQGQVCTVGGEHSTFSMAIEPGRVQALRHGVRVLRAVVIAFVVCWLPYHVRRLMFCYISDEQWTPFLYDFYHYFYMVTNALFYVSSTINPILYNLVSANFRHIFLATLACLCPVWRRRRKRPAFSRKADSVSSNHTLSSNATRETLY
MgcRacGAP inhibition: MgcRacGAP GTPase-activating activity inhibitors, confirmation, biochemical, ADP Hunter fluorescence. MgcRacGAP-stimulated Rac1 GTP hydrolysis, ADP Hunter fluorescence; higher % means a stronger effect; GST-tagged Rac1 F28L mutant substrate. inhibition, % at 30 µM, or IC50 in µM where a hit was titrated. AID 624330. 340,000 tested, 0.6% active;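 active means first-screen hits whose inhibition reached a set limit at any dose in the follow-up dose series; inconclusive means inhibition above the set first-screen limit but never retested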;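 further: fluorescence reports GDP produced by GAP-driven GTP hydrolysis; strong numbers were not always called active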
SV40 large T antigen: SV40 large T antigen inhibitors, biochemical (AID 1903). SV40 large T antigen ATPase/helicase inhibition assay; higher % means a stronger effect. one-dose inhibition, % at 20 µM; IC50 in µM for titrated hits. 310,000 tested, 0.39% active; in the data active means a potency from the dose series; inconclusive means inhibition mostly from about 32% at the one dose, without a potency; inactive means the rest, 99 in 100 with inhibition below about 32%; further: strong numbers were not always called active
K1F lysis inhibition: protection from phage-mediated lysis, alamar blue read-out – E. coli UTI89, K1F phage, bacterial capsule biogenesis inhibitors (AID 488966) | E. coli UTI89 K1F phage lysis, alamar blue, 2 h; higher % means a stronger effect | inhibition, % at 100 µM, or IC50 in µM where a hit was titrated | 340,000 tested, 0.02% active;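 active means phage lysis inhibition, versus mean bacterial control, above a set limit; inconclusive means no clear call, values can overlap the other calls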;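 further: capsule biogenesis inhibitors block K1F phage lysis so surviving cells raise fluorescence; higher fluorescence means more inhibition of phage lysis; actives were called in the ten point dose series up to 300 µM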
T cell modulator vesicle-bound %: second read-out of T cell modulator, no call of its own (marks repeat the call); double positive events, %; measured here: CD8+ vesicle-bound cell fraction;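 binding gate set so that unloaded-vesicle control wells show 10% double positive cells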
NTR1 ag cell count 20 µM: recorded beside NTR1 ag, whose call it bears; cell count; measured here: cell count, cytotoxicity flag
Myeloid diff 2 GFP+ MAC1+ %: also measured in Myeloid diff 2; calls as there; GFP+ MAC1+ double positive, %; measured here: differentiation confirmed by MAC1 staining
An asterisk follows results filed as active; i = inactive; u = inconclusive; x = not tested or not shown; [ ] = remark or other dose. An excerpt, so the mix of outcomes need not match the whole.

Results follow in this order: K1F lysis inhibition	SV40 large T antigen	Salmonella PhoP GFP	TNAP activators	NTR1 ag	NTR1 ag cell count 20 µM	Myeloid diff 2	T cell modulator	RSV CPE inhibition	Myeloid diff 2 GFP+ MAC1+ %	T cell modulator vesicle-bound %	MgcRacGAP inhibition
1	CCOC(=O)C1(CCc2ccccc2)CCN(CC(O)CO)CC1 (stereo not drawn)
 : 0.1%	19%	13%	x	-0.8	72	i	i	0.0%	0.4	58	7%
2	Cc1c2cnn(CC(=O)N3CCC4(CC3)OCCO4)c(=O)c2c(C)n1Cc1ccccc1F
 : 1.9%	1%	7%	1	1.0	54	i	i	-0.7%	0.4	2	15%
3	CCc1nc2ccccc2c(=O)n1-c1ccccc1[N+](=O)[O-]
 : 1.8%	9%	-4%	1.1	1.3	63	i	i	1.4%	1.0	25	11%
4	O=[N+]([O-])[N-][n+]1cnn(Cc2ccc(Cl)cc2)c1
 : -0.3%	8%	-12%	1.1	-0.5	40	i	i	1.2%	0.4	27	6%
5	Cn1c(=O)cc(OCC(=O)N2CCN(Cc3ccc4c(c3)OCO4)CC2)c2ccccc21
 : 0.1%	33%	-5%	1.1	-0.7	87	i	i	-1.1%	0.5	26	2%
6	CC1(C)CC(n2[nH]c(=O)c3c2NC(=O)CSC3c2ccc(F)cc2)CCO1 (stereo not drawn)
 : 0.9%	14%	-2%	1.2	-0.3	49	i	i	0.8%	0.9	37	5%
7	CCOP(=O)(OCC)C(NC(C)=O)C(Cl)(Cl)Cl (stereo not drawn)
 : 0.1%	2%	4%	0.9	0.4	79	i	i	-0.4%	1.1	60	8%
8	COC(=O)C1=C(c2ccc(-c3ccccc3)c(F)c2)C[C@@H]2CC[C@H]1N2C(=O)N1CCc2cc(OC)c(OC)cc2C1
 : -0.3%	x	x	x	2.0	56	i	i	7.6%	1.2	40	8%
9	Cc1cccc(CN2CCCC(C(=O)c3ccc4c(c3)OCO4)C2)n1 (stereo not drawn)
 : 0.1%	-2%	2%	1	1.0	34	i	i	-0.1%	0.3	24	4%
10	CC(=O)N1CN2CN(C(C)=O)CC(C(=O)c3ccccc3)(C2)C1
 : 0.0%	7%	1%	1.1	-0.7	70	i	i	-0.2%	1.1	50	4%
11	COC(=O)C1=C(c2cccc(C#N)c2)C[C@@H]2CC[C@H]1N2C(=O)NCc1ccco1
 : 2.5%	x	x	x	0.2	49	i	i	0.3%	0.8	18	12%
12	O=P(NCc1ccccc1)(Oc1ccccc1)Oc1ccccc1
 : -0.1%	7%	6%	1	-1.0	86	i	i	1.1%	0.4	36	-5%
13	Cc1sc2c(c1C)C(c1cccs1)=NCC(=O)N2CC(=O)NCc1cccs1
 : -0.5%	12%	2%	1.1	2.8	43	i	i	1.7%	8.4	37	4%
14	O=[N+]([O-])c1cnc[nH]1
 : 6.8%	6%	0%	x	-0.3	58	i	i	-0.7%	2.6	20	5%
15	O=C(Oc1ccc([N+](=O)[O-])cc1)N1CCC(N2CCCCC2)CC1
 : 5.6%	-27%	0%	1.1	-1.0	97	i	i	-1.1%	0.9	42	9%
16	CO[C@H]1[C@@H](OC)CC(OC2OC(CO)C(O)C(O)C2O)/C(=C\C#N)[C@@H]1O (stereo partly drawn)
 : 1.2%	6%	-1%	1	2.4	83	i	i	0.7%	1.9	38	11%
17	COc1cccc(CN2CC=C(c3ccc(F)cc3)CC2)c1
 : 0.1%	4%	4%	x	0.6	54	i	i	-0.7%	0.5	56	5%
18	C1=CC(Cc2cncs2)c2ccccc21 (stereo not drawn)
 : 2.5%	x	x	x	1.6	48	i	i	1.7%	0.6	22	5%
19	COc1cc(OC)c(OC)cc1/C=C1/C(=O)NC(=O)N(Cc2ccccc2)C1=O
 : 0.2%	13%	-4%	x	10	43	i	i	2.2%	0.9	23	11%
20	CCOC(=O)c1ccc(NC(=O)N2CC3CC(C2)c2cccc(=O)n2C3)cc1 (stereo not drawn)
 : -0.1%	23%	-4%	x	-0.1	74	i	i	0.9%	0.3	6	11%
21	COC(=O)C1=C(c2ccc(F)cc2OCc2ccccc2)C[C@@H]2CC[C@H]1N2C(=O)NCc1ccccc1
 : -0.1%	x	x	x	-0.1	51	i	i	-0.8%	3.0	17	5%
22	CCOC(=O)c1ccc(N=Cc2c(O)n(-c3ccccc3F)c(=S)[nH]c2=O)cc1
 : 1.3%[50 µM]	3%	-34%	0.8	0.6	41	i	i	1.6%	1.5	19	-3%
23	CCNC(=S)NCCC1=c2ccccc2=N/C1=C\c1c(O)n(C)c(=O)n(C)c1=O
 : x	26%	-15%	x	1.9	34	i	i	x	0.2	22	x
24	COC(=O)C1=C(c2ccc(OCc3ccccc3)cc2)C[C@@H]2CC[C@H]1N2C(=O)NCCCc1ccccc1
 : -0.4%	x	x	x	3.4	63	i	i	0.7%	2.5	21	7%
25	CC(=O)c1ccc(OC(NC(=O)Cc2ccccc2)C(Cl)(Cl)Cl)cc1 (stereo not drawn)
 : 0.8%	5%	7%	1.1	-1.0	50	i	i	-1.9%	6.3	59	5%
26	COC(=O)C1=C(c2ccc(F)cc2OCc2ccccc2)C[C@@H]2CC[C@H]1N2C(=O)NCc1ccc(OC)cc1
 : 0.0%	x	x	x	1.0	56	i	i	0.2%	1.2	29	5%
27	CC1CC(OP(O)(=S)c2ccc(N(C)C)cc2NC(=O)c2cccs2)CC(C)(C)C1 (stereo not drawn)
 : -0.6%	9%	-7%	1.1	0.9	43	i	i	-0.1%	0.4	24	13%
28	COc1ccccc1NC(=O)c1cn(CCC#N)nc1-c1cccc(Cl)c1
 : 0.4%	16%	5%	x	0.5	64	i	i	4.2%	0.3	57	3%
29	CC(Cc1cccs1)NCc1ccc(Cl)cc1 (stereo not drawn)
 : 0.0%	9%	-3%	1.1	-0.6	49	i	i	-2.8%	0.1	3	6%
30	O=C(NC1CONC1=O)OCC(Cl)(Cl)Cl (stereo not drawn)
 : 0.4%	6%	6%	1.1	-0.7	77	i	i	1.2%	1.0	61	2%
31	COc1ccc(CNCCc2ccc(Cl)cc2)c(OC)c1OC
 : 0.9%	4%	6%	x	-1.0	74	i	i	-0.5%	0.3	63	259µM*
32	O=C(CCC(=O)N1CCOc2ccc(Cl)cc21)N1CCC2(CC1)OCCO2
 : 0.6%	3%	-11%	x	1.0	46	i	i	2.2%	1.7	27	12%
33	CC12CN3CC(C)(CN(C1)C3c1ccncc1)C2=O (stereo not drawn)
 : 0.7%	11%	-4%	1	-0.6	49	i	i	0.9%	0.8	34	11%
34	COc1ccc2[nH]cc(CCN)c2c1
 : 2.8%	8%	4%	1	9.1	83	i	i	x	1.6	26	7%
35	COc1ccc(C2N(c3cc(C)on3)C(=O)C3CCCN32)cc1 (stereo not drawn)
 : 0.3%	-3%	1%	1.1	1.9	93	i	i	0.2%	0.3	47	7%
36	CCCCCCOc1ccc(CN2CCN(CCO)CC2)cc1
 : 9.2%	11%	5%	0.9	-1.4	93	i	i	x	6.4	26	4%
37	CCc1c(-c2ccccc2)nc2ccccc2c1C(=O)N1CCC2(CC1)OCCO2
 : 0.1%	7%	-5%	x	-0.1	59	i	i	0.8%	1.4	11	9%
38	CCc1ccc2nc(N3CCC(C(=O)N4CCC5(CC4)OCCO5)CC3)sc2c1
 : 0.1%	5%	5%	1.1	6.4	41	i	i	-1.2%	0.4	31	5%
39	O=C(NCc1cccnc1)Nc1ccccc1Cl
 : 0.0%	6%	-5%	x	3.0	52	i	i	2.4%	0.5	58	8%
40	Cc1cc(=O)n(-c2ccccc2)n1-c1ccccc1
 : 1.9%[50 µM]	-1%	12%	1.1	1.9	57	i	i	1.8%	2.0	52	3%
41	CCOP(=O)(OCC)C(NC(=O)c1ccc(C)cc1)C(Cl)(Cl)Cl (stereo not drawn)
 : 0.0%	11%	-6%	1	1.9	57	i	i	0.9%	0.5	30	7%
42	CN1CC(C(=O)c2ccc(Cl)cc2)C(c2ccccc2F)C1 (stereo not drawn)
 : 1.3%	2%	-6%	1	-1.8	24	i	i	0.5%	0.0	27	2%
43	CN1CCc2nc3sc(C(=O)NC(C)(C)C)c(N)c3cc2C1
 : 0.1%	13%	21%	1.1	1.6	74	i	i	-0.6%	1.3	18	6%
44	COCCN(C(=O)COC(=O)Cc1ccccc1)c1c(N)n(Cc2ccccc2)c(=O)[nH]c1=O
 : 1.2%[50 µM]	12%	10%	x	0.2	50	i	i	1.4%	0.4	57	1%
45	CCOC(=O)C1CCCCC12C(C#N)=C(N)Oc1n[nH]c(C)c12 (stereo not drawn)
 : 1.5%	14%	-2%	0.9	-0.6	83	i	i	0.8%	0.5	23	6%
46	CCc1ccc(N2C(=O)NC(=O)/C(=C/c3cccn3CCOc3ccc(C(C)CC)cc3)C2=O)cc1 (stereo not drawn)
 : 0.2%	28%	-10%	1.2	2.7	73	i	i	0.3%	0.7	35	15%
47	C=CC1CN2CCC1CC2[C@@H](OC(=O)c1ccc(OC)cc1)c1ccnc2ccccc12 (stereo partly drawn)
 : 1.0%[50 µM]	0%	22%	1.1	4.4	41	i	i	7.2%	0.3	19	8%
48	CCn1c(O)c(C=NCCc2c[nH]c3ccccc23)c(=O)[nH]c1=O
 : 1.1%	-4%	-5%	1.1	-0.2	85	i	i	-0.9%	5.4	33	6%
49	COC(=O)C1=C(c2ccc(F)cc2OCc2ccccc2)C[C@@H]2CC[C@H]1N2C(=O)NCc1ccco1
 : -1.3%	x	x	x	-0.1	40	i	i	0.5%	1.5	23	9%
50	Cc1cc(OCCN2CC2)c2ccccc2n1
 : x	5%	-4%	x	-1.1	64	x	i	u	x	21	x
51	CC(C)CCOP(N)(=O)Oc1ccccc1Cl (stereo not drawn)
 : 0.2%	16%	-4%	x	-0.4	59	i	i	1.4%	0.3	51	10%
52	CCOc1cc(CNCCc2c[nH]c3ccccc23)cc(Cl)c1OCC
 : -17%	13%	8%	1.1	7.6	56	i	i	49%	0.6	46	0%
53	CCN(CC)C(=O)c1ccc(NC(=O)c2ccc(-c3nn(C)c(=O)c4ccccc34)cc2)cc1
 : -0.6%	2%	6%	1	1.6	58	i	i	-0.2%	0.5	40	-4%
